TDP1 inh – blocks human tyrosyl-DNA phosphodiesterase 1 | Q9NUW8 | recombinant TDP1, AlphaScreen DNA substrate cleavage | Potency, µM (series often up to 130 µM), for inactives: at the highest dose activity change, negative = inhibition, most hits filed as inhibitors | 350,000 compounds, 0.28% hits; also: nearly all actives have a fitted effect of over 40% in size
Target sequence (Q9NUW8 whole entry, looked up): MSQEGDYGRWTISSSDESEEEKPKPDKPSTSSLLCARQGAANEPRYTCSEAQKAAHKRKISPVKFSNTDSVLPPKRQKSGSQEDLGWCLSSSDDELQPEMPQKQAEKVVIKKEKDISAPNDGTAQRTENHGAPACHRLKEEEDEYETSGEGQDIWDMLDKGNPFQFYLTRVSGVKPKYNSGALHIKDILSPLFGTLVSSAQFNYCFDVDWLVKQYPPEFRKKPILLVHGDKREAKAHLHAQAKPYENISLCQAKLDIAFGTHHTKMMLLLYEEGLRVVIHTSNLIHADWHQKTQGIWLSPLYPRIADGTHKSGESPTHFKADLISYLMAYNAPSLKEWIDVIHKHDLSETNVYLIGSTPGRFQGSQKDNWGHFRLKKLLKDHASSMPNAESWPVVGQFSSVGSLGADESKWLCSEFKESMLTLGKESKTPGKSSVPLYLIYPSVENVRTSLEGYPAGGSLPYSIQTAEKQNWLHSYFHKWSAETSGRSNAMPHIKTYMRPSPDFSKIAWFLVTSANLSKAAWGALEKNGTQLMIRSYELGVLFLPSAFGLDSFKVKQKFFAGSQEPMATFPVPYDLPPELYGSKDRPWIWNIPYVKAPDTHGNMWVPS
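Signal: AlphaScreen proximity between streptavidin donor and anti-FITC acceptor beads on intact substrate. Reaction: Tdp1 1 nM, substrate 15 nM final, 5 min RT after 15 min compound preincubation.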
TDP1 cell CPT – DT40-hTDP1 cell growth loss with CPT | chicken DT40 Tdp1-/-;hTDP1 cells + 20 nM CPT, ATP luminescence, 48 h | Potency, µM (doses to about 46.2 µM), for the others: top-dose activity change, negative = growth inhibition, hits mostly inhibitors | 420,000 compounds, 12% hits; also: nearly all actives have a fitted effect of over 55% in size
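Chicken DT40 Tdp1-/- cells complemented with human TDP1, 400 cells/well, exposed to compounds plus 20 nM camptothecin for at least 48 h at 37 C; viability read as ATP content by CellTiter-Glo luminescence.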
DT40 TDP1 no CPT – qHTS for Inhibitors of human tyrosyl-DNA phosphodiesterase 1 (TDP1): qHTS in cells in absence of CPT. DT40 Tdp1-/- hTDP1 cells, no CPT, ATP luminescence, 48 h. Potency, µM (titrated, usually from 46.2 µM), inactives show at the top dose activity change, negative = growth inhibition, hits mostly inhibitors. 420,000 compounds, 15% hits. AID 686978, 2013; also: nearly all actives have a fitted effect of over 55% in size
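Growth of hTDP1-complemented DT40 Tdp1-knockout cells is measured by ATP luminescence after at least 48 hr compound exposure at 37 °C, with DMSO substituting for the 20 nM CPT used in the parallel screen.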
* = called active by the depositor; u = inconclusive; x = not tested or not shown; [ ] = another dose, or the depositor's remark. Calls follow the shape of the dose curve; as a rule, active = well fitted curve in the direction sought with a large enough effect; inconclusive = small, poorly fitted or top-dose-only effect, or another doubt; inactive = no such curve, though single readings can be large; an effect the other way counts as inactive or inconclusive. % is scaled to controls: 0 for no effect and ±100 for the full control effect; potency is read from the fitted curve at half-maximal effect.

SMILES | TDP1 inh | TDP1 cell CPT | DT40 TDP1 no CPT
CC1(C(=O)NCCc2c[nH]c3ccccc23)CCN1Cc1csc2ccccc12 (centres undefined) | x | 0% | -2%
CCCS(=O)(=O)N1CCCC(C(=O)c2cccc(Cl)c2)C1 (centres undefined) | 4% | 3% | -23%
O=S(=O)(CCc1ccncc1)c1ccc(Cl)cc1 | x | -16% | u
O=C(CCC1CCCCC1)Nc1ccc(S(=O)(=O)Nc2nccs2)cc1 | 2% | -6% | -4%
Cc1ccc(C(=O)CCC(=O)OCC(=O)N2c3ccccc3NC(=O)C2(C)C)cc1 | 0% | -18% | 0%
O=C(COC(=O)c1cc[n+]([O-])cc1)Nc1cccc(Cl)c1Cl | 3% | -7% | -1%
Cc1c(Cl)cccc1NC(=S)N1CCc2ccccc2C1 | -5% | -20% | 4%
Cc1ccc(N2CCN(C(=O)c3cn(C)c4ccc(S(=O)(=O)N(C)C5CCCCC5)cc4c3=O)CC2C)cc1 (centres undefined) | 2% | -2% | -9%
C#CC(C)(C)NC(=O)c1sccc1Oc1ccc(F)cc1[N+](=O)[O-] | 2% | -20% | u
CCOC(=O)CCCCC1C(CCCC(=O)OCC)C=NN1C (centres undefined) | x | u | 0%
COc1cc(C(=O)NCCC(=O)NCc2cccs2)cc(OC)c1OC | x | -7% | -5%
O=C(NCCN1CCCCC1)c1cc(OCC(F)(F)F)ccc1OCC(F)(F)F | 2% | 3% | -7%
Cc1ccccc1CNC(=O)CN1C(=O)C2CCCCN2c2ccc(C(=O)N3CCCC3)cc21 (centres undefined) | -2% | -15% | -26%
C[C@H](NC(=O)[C@H]1N2C(=O)c3ccccc3C2SC1(C)C)C(=O)N1CCC[C@H]1CO (some centres undefined) | x | 0% | -15%
CC(C)(C)CC(=O)Nc1nnc(C(F)(F)F)s1 | -2%[56.1 µM] | -8% | -23%
CCCOCCOC(=O)C1=C(C)NC(=O)NC1c1cc(Cl)c(O)c(OC)c1 (centres undefined) | 4% | -4% | -9%
Clc1ccccc1NN(Cc1ccccn1)c1ccccc1Cl | x | u | 23µM*
CC(C)Nc1nc2cccnc2s1 | x | 22% | -9%
Cc1cc(C)n(CC(C)NCc2cn[nH]c2-c2cccc3ccccc23)n1 (centres undefined) | 2% | u | 18µM*
COc1ccc(-c2nc(CS(=O)(=O)CC(=O)NCc3ccc4c(c3)OCO4)c(C)o2)cc1 | 1% | 2% | 21%
Cc1ccc(S(=O)(=O)N2[C@@H](c3cccc(C)c3)C(C(=O)O)=C[C@H]2C(C)(C)C)cc1 | 1% | -6% | 6%
CCOC(=O)C(C)/C(C)=N\Nc1ccc([N+](=O)[O-])cc1[N+](=O)[O-] (centres undefined) | 9% | u | u
CN(CCO)c1ccc2c(c1)OC[C@H](Cc1ccccc1)NS2(=O)=O | x | 7% | -26%
CCOC(=O)C1(CCCc2ccccc2)CCN(Cc2cnc(C)s2)CC1 | -1% | 21µM* | 10µM*
O=C(Nc1ccc(Cl)c(C(F)(F)F)c1)c1ccco1 | -3% | -21% | u

(listing goes on)
SMILES | TDP1 inh | TDP1 cell CPT | DT40 TDP1 no CPT
COCCn1c(SC(C)C(=O)Nc2ccc(Cl)cn2)nnc1-c1ccncc1 (centres undefined) | 7% | 9% | -8%
COc1ccc(CNC(=O)c2ccc(Cl)c(S(=O)(=O)N3CCCCCC3)c2)cc1 | x | u | u
O=C(NC(O)C(=O)c1ccc(F)cc1)c1ccc(F)cc1 (centres undefined) | x | u | u
Cc1cc(N(C)Cc2ccccc2)n2nc(-c3ccc(C(C)(C)C)cc3)nc2n1 | 2% | u | u
O=C(Cn1cnc2ccccc2c1=O)Nc1nnc(SCc2ccc(Cl)cc2)s1 | x | 2% | -5%
Cc1ccc(-n2c(C)cc(C(=O)OCC(=O)N(CC(C)C)C3CCS(=O)(=O)C3)c2C)cc1 (centres undefined) | 0% | u | u
CC1CCc2nn(CC(=O)NCCN3CCOCC3)cc2C1 (centres undefined) | 2% | 7% | -4%
O=C1NC(c2ccc(F)cc2)Oc2ccccc21 (centres undefined) | 3% | -14% | -9%
C=CCc1c(C)nc(SCC(=C)C)[nH]c1=O | 7% | 1% | 0%
O=C(CN1C(=O)c2ccccc2S1(=O)=O)c1ccc(O)c(O)c1 | x | -13% | -21%
O=C(NCC1CCCCC1)c1ccc(Cl)nc1 | -20% | 14% | -20%
CC1(C(=O)Nc2cccc(C#N)c2)CCN1C(=O)CCc1ccccc1 (centres undefined) | x | u | u
Cc1c(NC(=O)CSc2nnc(C(C)N(C)C)n2-c2ccccc2)c(=O)n(-c2ccccc2)n1C (centres undefined) | x | 0% | 7%
N#C/C(=C\c1cn(CCOc2ccccc2F)c2ccccc12)C(=O)NCc1cccs1 | 5% | -45% | u
CC(NC(=O)Cc1ccccc1)C(c1ccccc1)N1CCOCC1 (centres undefined) | 7% | -15% | -16%
Cc1ccc(Cc2cn3cc(-c4ccccc4)nc3s2)cc1 | -4% | -16% | -13%
CN(C)C(=O)CSc1nc2cc(S(=O)(=O)N3CCOCC3)ccc2o1 | 3% | 8% | u
COc1ccccc1CNC(=O)CN1C(=O)NC(C)(c2ccc(C(C)(C)C)cc2)C1=O (centres undefined) | x | u | u
CC(C)(C)NC(=O)C(c1ccccn1)N(C(=O)C1CSC(=O)C1)c1cccc(F)c1 (centres undefined) | -5% | -18% | -17%
Cc1ccccc1-c1noc(CCC(=O)NCCc2ccccc2)n1 | x | u | u
COc1ccccc1CC(=O)Nc1ccc2[nH]ncc2c1 | x | 4% | -28%
CN(C)S(=O)(=O)c1ccc(C(=O)Oc2ccccc2)cc1 | 0% | 39%[activator] | -7%
O=C(CN1CCN(Cc2ccccc2)CC1)NCc1ccc(Cl)cc1 | 4% | -5% | u
CCn1cc(C(=O)N2CC(C)CC(C)C2)c(=O)c2cc(S(=O)(=O)N3CCCC3)ccc21 (centres undefined) | 0% | -9% | 13%
C/C(=N\Nc1ccccc1C(=O)O)c1ccncc1 | 7% | -7% | -26%

In another format: 17 of the compounds above
Results follow in this order: TDP1 inh | TDP1 cell CPT | DT40 TDP1 no CPT
C=CCc1c(C)nc(SCC(=C)C)[nH]c1=O
  7% | 1% | 0%
O=C(CN1C(=O)c2ccccc2S1(=O)=O)c1ccc(O)c(O)c1
  x | -13% | -21%
O=C(NCC1CCCCC1)c1ccc(Cl)nc1
  -20% | 14% | -20%
CC1(C(=O)Nc2cccc(C#N)c2)CCN1C(=O)CCc1ccccc1 (centres undefined)
  x | u | u
Cc1c(NC(=O)CSc2nnc(C(C)N(C)C)n2-c2ccccc2)c(=O)n(-c2ccccc2)n1C (centres undefined)
  x | 0% | 7%
N#C/C(=C\c1cn(CCOc2ccccc2F)c2ccccc12)C(=O)NCc1cccs1
  5% | -45% | u
CC(NC(=O)Cc1ccccc1)C(c1ccccc1)N1CCOCC1 (centres undefined)
  7% | -15% | -16%
Cc1ccc(Cc2cn3cc(-c4ccccc4)nc3s2)cc1
  -4% | -16% | -13%
CN(C)C(=O)CSc1nc2cc(S(=O)(=O)N3CCOCC3)ccc2o1
  3% | 8% | u
COc1ccccc1CNC(=O)CN1C(=O)NC(C)(c2ccc(C(C)(C)C)cc2)C1=O (centres undefined)
  x | u | u
CC(C)(C)NC(=O)C(c1ccccn1)N(C(=O)C1CSC(=O)C1)c1cccc(F)c1 (centres undefined)
  -5% | -18% | -17%
Cc1ccccc1-c1noc(CCC(=O)NCCc2ccccc2)n1
  x | u | u
COc1ccccc1CC(=O)Nc1ccc2[nH]ncc2c1
  x | 4% | -28%
CN(C)S(=O)(=O)c1ccc(C(=O)Oc2ccccc2)cc1
  0% | 39%[activator] | -7%
O=C(CN1CCN(Cc2ccccc2)CC1)NCc1ccc(Cl)cc1
  4% | -5% | u
CCn1cc(C(=O)N2CC(C)CC(C)C2)c(=O)c2cc(S(=O)(=O)N3CCCC3)ccc21 (centres undefined)
  0% | -9% | 13%
C/C(=N\Nc1ccccc1C(=O)O)c1ccncc1
  7% | -7% | -26%

Continued.
SMILES | TDP1 inh | TDP1 cell CPT | DT40 TDP1 no CPT
CCCN(C(=O)c1ccc2c(SCC(=O)O)c3c(nc2c1)CCC3)c1cccc(C)c1 | -7% | 14% | 9%
CCc1cccc(NC(=O)c2cccc3c2C(=O)N(CC2CCCO2)C3)c1 (centres undefined) | x | u | u
O=C(Nc1nnc(C2CC2)o1)c1ccc(S(=O)(=O)N2CCc3ccccc3C2)cc1 | 11% | -24% | u
Cc1ccc(-n2c(SCC(N)=O)nnc2-c2cnccn2)cc1 | 3% | 12% | -17%
O=C(O)c1cccc2c1C(=O)N(C1CCCC1)C2 | 4% | u | u
CCc1cccc(C)c1NC(=O)CN(C)S(=O)(=O)c1cccc2nsnc12 | -2% | u | -27%
Cc1ccc(-c2cc(C(F)(F)F)n3nc(C(=O)NCCCn4ccnc4)cc3n2)cc1C | 8% | -19% | u
CCOC(=O)CSC1=C(C#N)C(c2sccc2C)C(C(C)=O)=C(C)N1 (centres undefined) | -3% | u | -21%
CCOc1cc(C2Nc3ccccc3NC3=C2C(=O)CC(C)(C)C3)ccc1O (centres undefined) | 0% | -10% | -25%
Cc1ccccc1NC(=O)C(NC1CCCCC1)C(C)C (centres undefined) | 1% | 4% | 4%
CCC(=O)Nc1nnc(SCC(=O)NC2CCCC2)s1 | x | -4% | -2%
CC(=O)c1ccc(OCCCC(=O)Nc2cc(Cl)ccc2-n2cncn2)cc1 | 3%[56.1 µM] | -3% | -18%
Fc1ccccc1NC(=S)N1CCN(c2ccccn2)CC1 | 6% | 6% | -10%
CCOC(=O)c1nnn(-c2nonc2-n2cccc2)c1CN1CCCCC1 | -1% | u | u
CC1CCN(C(=O)C2COc3ccccc3C2)CC1 (centres undefined) | 4% | 5% | -3%
O=C(CC1C(=O)NCCN1Cc1ccccc1C(F)(F)F)NC1CCCC1 (centres undefined) | 6%[56.1 µM] | -2% | 5%
CC(NS(=O)(=O)c1ccc2c(c1)OCCO2)c1ccccc1 (centres undefined) | -2% | 2% | 4%
COC(=O)CC(=O)CSc1nc2c(cc1C#N)CCC2 | -3% | 18µM* | u
Cc1ccc(C(C)C)c(OCc2ccc(C(=O)N/N=C/c3ccc(C(=O)O)cc3)cc2)c1 | x | u | u
CCCC(NC(=O)Cc1c(C)c2c(cc(C)c3c(C)coc32)oc1=O)C(=O)O (centres undefined) | x | 13% | 17%
CN(C(=O)c1cccc(C#CC(C)(C)O)c1)C1CCCN(Cc2ccccc2F)C1 (centres undefined) | x | -16% | -12%
O=C(NC1CCCC1)c1cccc(S(=O)(=O)N2CCCC2)c1 | 0% | -6% | 6%
CCOC(=O)N(NC(=O)C(O)(c1ccccc1)c1ccccc1)c1ccccc1 | 3% | -19% | 26µM*
COc1cc2c(NC3CCN(C)CC3)nc(N3CCCN(C)CC3)nc2cc1OCCCC(C)C | x | 1.1µM* | 1.1µM*
CCSc1nc2ccccc2c(OCc2ccccc2Cl)c1C(=O)OC | -8% | u | u

Given with values under each structure: 2 of the compounds above.
Second line of a record – TDP1 inh, TDP1 cell CPT, DT40 TDP1 no CPT
Cc1ccc(C(C)C)c(OCc2ccc(C(=O)N/N=C/c3ccc(C(=O)O)cc3)cc2)c1
→ x, u, u
CCCC(NC(=O)Cc1c(C)c2c(cc(C)c3c(C)coc32)oc1=O)C(=O)O (centres undefined)
→ x, 13%, 17%

Following part:
SMILES | TDP1 inh | TDP1 cell CPT | DT40 TDP1 no CPT
COc1ccc(C)c2sc(NC(=O)c3ccc(S(=O)(=O)N4CCCC4)cc3)nc12 | 0% | -21% | -29%
O=C(/C=C/c1ccc2c(c1)OCO2)Nc1c(C(=O)O)[nH]c2ccccc12 | 0% | -9% | -11%
COc1ncc2nc(C)c(=O)n(C[C@H]3CCCO3)c2n1 | x | 3% | 1%
Cc1cccc(NC(=O)CNC(=O)COc2ccc(-c3ccc(C#N)cc3)cc2)c1C | 1% | -22% | 13µM*
O=C(CSc1nnc(Cc2ccccc2)n1Cc1ccccc1)NCc1ccco1 | 1%[56.1 µM] | -22% | -29%
Cc1ccc2cccc(O)c2n1 | x | 7.1µM* | 7.1µM*
Cc1cccc(C(=O)NNC(=O)c2ccccc2C)c1 | 8% | 1% | 0%
COc1ccc(C(CNC(=O)c2ccc(S(=O)(=O)N(C)C)cc2)N2CCCC2)cc1 (centres undefined) | 5% | -21% | -21%
NC(=O)COc1ccc(Cc2ncc(C(F)(F)F)cc2Cl)cc1 | 2% | -6% | -1%
CCN(CC)S(=O)(=O)c1ccc(N2CCN(c3cccc(OC)c3)CC2)c([N+](=O)[O-])c1 | 6% | 13µM* | 8.2µM*

High-throughput results deposited in PubChem by National Center for Advancing Translational Sciences (NCATS).
